Bioassay records: PubChem, several laboratories
STEP inh = blocks human striatal-enriched tyrosine phosphatase; actives 0.25% (n = 360,000); AID 588621; P54829; recombinant STEP, OMFP fluorogenic substrate, fluorescence; inhibition, % at 20 µM;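 active = inhibition at 20 µM, scaled per plate between control wells, above about 37%, limit read from the data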;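 also: 0% = DMSO with enzyme and substrate and 100% = substrate only without enzyme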
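Assay system: isolated STEP enzyme / Timing: 20 min at room temperature, dark / Doses: 20 µM, 1% DMSO / Technique: fluorescence intensity, excitation 480 nm, emission 540 nm / Reagent: fluorogenic phosphatase substrate OMFP at 25 µM final / Measure: percent inhibition scaled to no-enzyme and uninhibited-enzyme controls, plate-pattern corrected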
Scp1 inh = Scp-1 (human) phosphatase inhibition. Q9GZU7. Recombinant Scp1, phosphopeptide, malachite green phosphate absorbance. inhibition, % at 20 µM. actives 0.88% (n = 340,000). AID 493091;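 active = inhibition above about 50% at 20 µM, limit read from the data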;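 also: plate controls were DMSO wells with enzyme for no effect and wells lacking enzyme for full effect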
Target sequence (Q9GZU7 76-261 limits assumed): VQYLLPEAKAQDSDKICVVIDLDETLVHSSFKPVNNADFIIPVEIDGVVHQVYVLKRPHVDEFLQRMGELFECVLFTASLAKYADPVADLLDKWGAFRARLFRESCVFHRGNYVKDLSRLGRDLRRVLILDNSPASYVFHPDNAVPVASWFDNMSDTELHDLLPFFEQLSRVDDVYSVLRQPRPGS
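Incubation: 45 min enzyme reaction at room temperature / System: truncated SCP-1 phosphatase (76-261aa) / Reagent: Phospho 17-mer peptide substrate / Buffer or medium: Acidic Tris acetate buffer with magnesium and detergent / Signal: absorbance at 630 nm / Doses: one concentration, 20 µM, with 1.0% DMSO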
LMPTP block = LMPTP (human) inhibition | P24666 | recombinant LMPTP-A, OMFP fluorogenic substrate, fluorescence intensity | inhibition, % at 20 µM | actives 0.22% (n = 360,000) | AID 651560;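 active = compounds that cut the enzyme signal by at least half of the control window in the single-dose screen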;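 also: plate controls were DMSO wells with enzyme plus substrate for no effect and substrate without enzyme for full effect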
Target sequence (P24666 whole entry, looked up): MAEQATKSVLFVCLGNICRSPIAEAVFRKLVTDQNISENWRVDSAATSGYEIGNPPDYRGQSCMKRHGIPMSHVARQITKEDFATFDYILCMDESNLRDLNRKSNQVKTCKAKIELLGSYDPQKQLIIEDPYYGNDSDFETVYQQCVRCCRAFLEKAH
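Test system – LMPTP-A phosphatase enzyme · Quantity – 0.625 nM LMPTP-A final · Reagent – OMFP substrate, 400 µM final · Dosing – one test concentration per compound, 20 µM, with 3% DMSO overall · Timing – 50 min enzyme reaction at room temperature, protected from light · Detection – fluorescence intensity · Controls – substrate-only low control, DMSO enzyme-plus-substrate high control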
Rpn11 block = Rpn11 (human) deubiquitinase inhibition; actives 0.59% (n = 360,000); human 26S proteasome, Ub4-pepOG fluorescence polarization; 20S core pre-blocked with epoxomicin; calls only at 20 µM; O00487;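 active = inhibition at 20 µM, scaled to each plate's controls, above about 33%, limit read from the data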
Target sequence (O00487 whole entry, looked up): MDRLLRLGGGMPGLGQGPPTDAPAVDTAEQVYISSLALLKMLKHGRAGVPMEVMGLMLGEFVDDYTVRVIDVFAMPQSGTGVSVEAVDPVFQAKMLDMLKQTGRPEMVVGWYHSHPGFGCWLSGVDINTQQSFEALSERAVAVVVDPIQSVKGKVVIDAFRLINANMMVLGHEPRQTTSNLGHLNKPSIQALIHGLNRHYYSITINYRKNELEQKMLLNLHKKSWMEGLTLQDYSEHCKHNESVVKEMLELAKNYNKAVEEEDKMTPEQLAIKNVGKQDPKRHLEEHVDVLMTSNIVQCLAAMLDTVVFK
MsrA inhibitor = inhibits bovine methionine sulfoxide reductase A; purified bovine MsrA, absorbance read-out; inhibition, % at 15.5 µM; actives 0.75% (n = 360,000); in the data active = inhibition above about 4.5%;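 also: 0% = vehicle wells with enzyme and 100% = reference inhibitor wells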
Tb MetRS inh = Trypanosoma brucei MetRS inhibition; purified T. brucei MetRS, ATP depletion, Kinase-Glo luminescence; inhibition, % at 11.9 µM; actives 0.4% (n = 360,000);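 active = inhibition above a per-plate cutoff of the control wells' mean inhibition plus 3 SD, cut at about 5.5% in these data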;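 also: 0% = DMSO wells median and 100% = median of wells with control inhibitor compound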
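Test system: purified T. brucei MetRS enzyme. Also added: ATP, methionine and E. coli bulk tRNA substrates. Compound: 11.9 µM single point. Schedule: 15 min enzyme-compound preincubation, 2 h reaction, 10 min detection, 25 °C. Signal: luciferase luminescence of residual ATP, Kinase-Glo. Evaluation: percent inhibition versus plate control medians. Controls: DMSO wells, low control.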
SUMO1 PPI mod = SUMO1-SIM interaction modulation; AID 602429; P63165; SUMO1 binding to a labelled peptide, TR-FRET, 1 h; actives 0.33% (n = 360,000); inhibition, % at 20 µM; in the data active = inhibition above about 37%
Target sequence (P63165 whole entry, looked up): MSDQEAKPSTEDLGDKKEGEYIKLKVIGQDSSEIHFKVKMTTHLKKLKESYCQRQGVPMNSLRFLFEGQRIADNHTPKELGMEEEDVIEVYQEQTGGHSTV
NadD inh = NadD (S. aureus) enzyme inhibition; actives 0.78% (n = 360,000); inhibition, % at 20 µM; AID 602399; purified NadD enzyme, colorimetric absorbance read-out; in the data active = inhibition above about 26%; also: some compounds past the cut are filed as inactive
DNMT1 block = DNMT1 (human) enzyme inhibition. P26358. DNMT1 molecular beacon, Hinp1I cleavage, fluorescence. inhibition (reported as % activation of signal), % at 10 µM. actives 0.83% (n = 360,000). AID 588458; in the data active = inhibition above about 50%
CSN inh = inhibitors of human CSN-mediated cullin deneddylation; Q92905; Purified CSN, SCF-Nedd8-OG deneddylation, fluorescence polarization; inhibition, % at 12.5 µM; actives 0.38% (n = 360,000); AID 651999;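 active = pattern-corrected inhibition above about 35%, with an unprinted fluorescence ratio check between 0.5 and 1.5, limit read from the data, passing the limit was not always enough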;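 also: 0% = enzyme with substrate and 100% = substrate without enzyme; some results filed as inactive read as strong as hits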
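Test system: purified human Csn5 enzyme expressed in HEK293T cells. Amount: 0.24 nM enzyme. Reagent: SCFSkp2-Nedd8OG substrate at 10 nM final. Schedule: 90 min incubation of compound, enzyme and substrate at room temperature. Detection: fluorescence polarization. Read-out: % inhibition of substrate cleavage by Csn5.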
Numbers without * were called inactive; i = inactive; · = no result given; + = active, no number.

cpd	Molecule	STEP inh	Scp1 inh	LMPTP block	Rpn11 block	MsrA inhibitor	Tb MetRS inh	SUMO1 PPI mod	NadD inh	DNMT1 block	CSN inh
1	Cc1ccc(NS(=O)(=O)c2cc([N+](=O)[O-])ccc2NNC(=S)Nc2cc(C)ccc2C)c(C)c1	-2.0	-7.6	5.8	i	0.9	0.5	-11.9	46.5*	-43.6	7.2
2	CCOC(=O)c1cccc(NC(=O)CSc2nnnn2C)c1	-1.5	-1.7	-1.7	i	-1.0	-1.2	0.4	0.3	3.2	2.7
3	CCc1nc(C)ccc1OC(=O)C12CC3CC(CC(C3)C1)C2	-1.3	-9.8	0.3	i	0.3	-0.4	-5.0	-7.2	-3.0	7.0
4	CC1CC(C)CN(C(=O)CCS(=O)(=O)c2ccc3c(c2)NC(=O)CS3)C1 (configuration not stated)	-1.3	0.3	-0.9	i	1.0	0.1	-0.9	3.1	-0.9	2.5
5	CCC(C(=O)NC(C)(C)C)N(Cc1ccccc1Cl)C(=O)c1snc(C(N)=O)c1N (configuration not stated)	0.3	-1.9	0.0	i	2.2	0.5	0.7	4.3	-3.2	6.2
6	OCCN1CCN(C(=S)Nc2ccccc2)CC1	9.6	-6.2	-1.7	i	-0.5	-0.2	-0.3	-2.6	-0.1	-7.6
7	CCC/C=C/c1ccc(CN2C(C)C(=O)N(Cc3cn(CC4CCCCC4)nn3)CCS2(=O)=O)cc1 (configuration not stated)	0.7	·	2.4	i	-0.1	-1.3	-4.4	-4.3	6.7	2.2
8	C=CCNC(=O)c1ccc(N(C)S(=O)(=O)c2ccc(OC)cc2)cc1	-1.9	-3.9	-2.7	i	0.5	-0.8	-0.4	-8.8	-4.9	0.6
9	CCc1nc2ccc(C(=O)NCCc3ccco3)cc2nc1CC	2.2	-7.4	0.4	i	·	0.5	-7.1	7.7	1.2	2.5
10	O=C(Oc1cccc2c(OC(=O)N3CCCC3)cccc12)N1CCCC1	-1.4	4.6	-0.5	i	0.7	-1.0	-9.3	-0.2	-3.5	31.5
11	O=S(=O)(c1ccccc1)N1N=C(c2ccc(Br)cc2)CC1c1ccco1 (configuration not stated)	1.1	-11.0	1.8	i	3.5	0.6	-4.7	-7.7	-4.1	2.5
12	CCCC1CC(C)(C(=O)Cn2[nH]c(=O)ccc2=O)OC1=O (configuration not stated)	-2.4	-6.3	-0.6	i	-0.9	0.5	0.9	0.8	-2.0	-3.4
13	C=C1C(=O)[C@]23C[C@H]1CCC2[C@@]1(C)C(C[C@@H]3O)[C@](C)(C(=O)OC)CC[C@@H]1O (some centres not stated)	-1.1	·	-0.6	i	1.2	0.2	-7.4	-7.8	-5.9	0.0
14	CC(=O)Oc1ccc(C(=O)Nc2cccc(C(=O)Nc3ccccc3C(=O)O)c2)cc1	-0.9	-13.1	-1.7	i	0.8	-0.3	25.1	-10.9	-0.7	2.8
15	CS(=O)(=O)N(CC(=O)NCc1ccc2c(c1)OCO2)c1cccc(Cl)c1	0.9	-6.4	-0.6	i	2.4	-0.3	2.0	2.1	-4.4	-6.8
16	COc1ccc(OC)c(S(=O)(=O)NCc2cn3cccc(C)c3n2)c1	2.9	0.4	-0.4	i	-0.6	-0.5	-2.6	-6.5	1.0	-1.2
17	COc1ccc(O)c(C(=O)c2coc(=N)c(C(=O)Nc3ccc(SC(F)F)cc3)c2)c1	-2.6	-2.3	0.4	·	1.1	0.7	-22.3	8.9	-5.7	55.8*
18	Cc1ccc(C(C(=O)NC2CCCC2)N2CCCC(C)C2)cc1 (configuration not stated)	0.3	-6.0	-0.5	i	0.2	-0.4	1.3	-5.1	-0.1	0.6
19	CC(C)c1ccc2nc3sc(C(=O)N4CCc5ccccc5C4)c(N)c3cc2c1	-4.1	3.1	2.1	·	0.9	-0.1	-10.1	24.5	-6.0	4.0
20	CCN(CC)S(=O)(=O)c1ccc2c(c1)NC(=O)C1CCCN21 (configuration not stated)	2.1	-16.3	-0.8	i	0.8	0.0	5.5	5.4	-13.7	1.8
21	C=CCNC(=S)Nc1sc2c(c1C(=O)OCC)CC(C)(CC)OC2 (configuration not stated)	1.7	-8.9	2.4	i	4.6*	-0.5	-5.0	-1.6	0.3	3.9
22	Cc1cc(C)c(NC(=O)Nc2ccccc2C)c(Cl)c1	-0.8	26.7	-1.3	i	-0.6	0.2	-0.5	-7.4	9.4	5.4
23	COc1ccc(C2c3ccc4ccccc4c3Oc3ncn4nc(Cc5ccccc5)nc4c32)cc1OC (configuration not stated)	-1.3	-12.2	1.6	i	0.8	-0.2	16.7	14.0	-0.9	-8.0
24	O=C(NCC1CCN(Cc2ccc(F)cc2)CC1)C1CCCN(c2ncnc3c2nc2n3CCCCC2)C1 (configuration not stated)	-0.1	-2.3	1.6	i	-0.3	-0.3	5.0	-9.2	-1.1	-1.9
25	CCC1(C)COC2(OC1)C(=O)Nc1ccccc12 (configuration not stated)	0.0	-17.8	-0.5	i	-0.3	-0.1	-4.8	-5.2	-1.9	0.5
26	O=C(CCCNC(=O)/C(=C\c1ccccc1F)NC(=O)c1ccccc1)OCc1ccccc1	-0.6	-9.4	-0.3	i	-1.1	-0.1	-1.6	0.3	-1.0	-4.4
27	O=C(NC1CCCCCCC1)c1ccc(Br)cc1	-2.5	3.8	0.1	i	0.5	-0.2	3.4	-5.4	4.9	1.1
28	COc1cccc(NC2=C(Cl)C(=O)OC2OC(=O)c2ccco2)c1 (configuration not stated)	-0.9	-2.5	0.5	i	-0.3	0.1	-0.6	4.3	3.2	-4.8
29	CCOc1ccccc1NC(=O)COC(=O)CSc1ccc(Cl)cc1	2.5	-8.4	1.0	i	-1.1	-0.5	-0.7	0.8	-1.7	0.2
30	COc1ccccc1NC(=O)CSc1ccc2nnc(-c3ccc(C)cc3)n2n1	4.1	4.1	-0.4	i	1.1	-0.8	-7.8	-4.6	-3.1	2.2
31	NC(=O)CC(NC(=O)c1cccc(Br)c1)c1ccc(N2CCC(N3CCCCC3)CC2)c([N+](=O)[O-])c1 (configuration not stated)	0.6	-8.6	-1.7	i	0.6	-0.3	-14.2	-6.2	-4.5	-2.2
32	CN(C)CCCn1c(SCC(=O)Nc2nccs2)nnc1-c1ccncc1	-0.3	1.4	-0.7	i	-1.8	-0.1	7.1	-1.5	1.4	-2.1
33	C/C(N)=C(/C#N)C(=O)COC(=O)C1CSC2(c3ccc(F)cc3)CCC(=O)N12 (configuration not stated)	5.0	11.7	1.9	i	-0.4	-0.1	-0.7	-6.9	4.9	-5.6
34	CC1(C)CC(NC(=O)Cc2ccccc2[N+](=O)[O-])CC(C)(C)N1	-0.7	0.9	-1.2	i	-0.9	-0.5	-3.5	1.9	-0.3	-14.4
35	Cc1ccccc1NC(=O)C1CCCN1S(=O)(=O)c1ccc2c(c1)n(C)c(=O)c(=O)n2C (configuration not stated)	-8.3	-9.8	-1.5	i	1.1	-0.5	5.2	0.8	5.5	1.5
36	COc1ccc(-c2[nH]ncc2-c2cnc(C)s2)c(O)c1	1.4	-7.2	-0.3	i	-0.3	-0.3	-3.1	8.7	2.8	-1.6
37	Cc1nn(C)c(C)c1NC(=O)CSc1nc(Cc2ccccc2)nc2c1cnn2-c1ccccc1	4.3	7.1	0.5	i	-0.6	-0.3	-5.4	-0.6	50.6*	1.6
38	CCN(CC)C(=O)c1ccccc1NC(=O)c1ccccc1	-1.8	4.6	-0.8	i	1.0	-1.0	4.9	-5.6	2.8	3.5
39	O=C(CSc1nnnn1C1CCCCC1)N1CCCC1	-1.2	-7.7	-0.9	i	-0.2	0.2	-0.3	-2.9	-0.3	5.2
40	O=C(NCCCn1ccnc1)C(=O)NCC1OCCN1S(=O)(=O)c1cc(F)ccc1F (configuration not stated)	0.0	-7.2	-2.5	i	-0.4	-0.6	-8.3	2.9	-0.2	-1.7
41	Cc1ccc(S(=O)(=O)NCCC(=O)N2CCCCCC2)cc1	0.4	-4.0	-0.8	i	-0.6	-0.3	-0.9	2.8	-0.9	-3.2
42	O=C(NCc1cccs1)Nc1ccc(Cl)cc1	-1.9	-7.1	-0.2	i	0.4	3.3	-3.5	-1.6	-2.7	0.7
43	NC(=O)CC(NC(=O)Cc1cccc2ccccc12)c1ccc(NC2CCCCC2)c([N+](=O)[O-])c1 (configuration not stated)	7.9	-2.3	0.1	i	0.0	-0.4	-4.4	12.0	64.3*	24.2
44	COc1ccc(S(=O)(=O)N2CCN(C(=O)Nc3ccccc3OC)CC2)cc1	0.0	-10.5	-1.1	i	0.1	-0.5	3.0	-2.0	1.1	-4.5
45	N#Cc1nn(-c2ccccc2)nc1N1CCCCC1	2.3	-7.6	1.8	i	3.0	-1.6	-0.7	-2.1	1.1	4.6
46	CCOc1ccc(CCNC(=O)C2CCN(S(=O)(=O)N3CCC(C)CC3)CC2)cc1OCC	3.8	-4.9	-0.3	i	-0.3	0.1	-3.6	-6.8	3.9	2.5
47	O=C(NCCN1CCCCCC1)c1ccc(CS(=O)(=O)c2ccc(Br)cc2)o1	-0.9	-8.0	21.9	+	·	-0.4	-27.2	28.9	26.5	5.3
48	Nn1c(SCC(=O)NC(=O)NCc2ccco2)nnc1-c1ccc(OC(F)F)cc1	-3.5	62.7*	6.8	i	-0.4	-1.1	4.3	7.2	49.5	11.0
49	CC(C)CNC(=O)c1nc(-c2ccccc2)n(-c2ccccc2)n1	3.2	-6.4	0.3	i	0.3	0.2	0.2	2.3	1.4	4.7
50	CCc1c(C)sc(NC(=O)c2cnn3cccnc23)c1C#N	-1.5	-4.3	-0.5	i	0.8	-0.2	-2.4	0.8	-2.2	0.7
51	COc1cccc(CN2CCC(C(=O)N3CCN(c4ccccc4F)CC3)CC2)c1	0.3	-1.2	-0.5	i	0.1	0.2	-0.3	-0.1	2.9	-7.3
52	COc1ccccc1OC1OC2COC(c3ccco3)OC2C(O)C1NC(C)=O (configuration not stated)	-4.1	-6.5	-0.5	i	-0.3	-0.3	-1.4	-3.6	9.5	-0.4

Part of the list above in order of length of the SMILES, smallest number first.
cpd	Molecule	STEP inh	Scp1 inh	LMPTP block	Rpn11 block	MsrA inhibitor	Tb MetRS inh	SUMO1 PPI mod	NadD inh	DNMT1 block	CSN inh
42	O=C(NCc1cccs1)Nc1ccc(Cl)cc1	-1.9	-7.1	-0.2	i	0.4	3.3	-3.5	-1.6	-2.7	0.7
41	Cc1ccc(S(=O)(=O)NCCC(=O)N2CCCCCC2)cc1	0.4	-4.0	-0.8	i	-0.6	-0.3	-0.9	2.8	-0.9	-3.2
46	CCOc1ccc(CCNC(=O)C2CCN(S(=O)(=O)N3CCC(C)CC3)CC2)cc1OCC	3.8	-4.9	-0.3	i	-0.3	0.1	-3.6	-6.8	3.9	2.5
